CD11b adhes enh = enhancers of CD11b/CD18 adhesion to fibrinogen, primary screen, K562 cells, luminescence | activation, % at 10 µM | hit rate 0.07% among 93,000 | Integrin beta-2 (Homo sapiens) + Integrin alpha-M (Homo sapiens), P05107+P11215 | ATPlite luminescence | AID 1499, 2009;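 active = 10 µM primary screen giving 50% or more activity, confirmed by 40% or more on retest at that dose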; note: strong numbers were not always called active; reference of the scale not given here
Mac1 fbg inh = inhibitors of CD11b/CD18 adhesion to fibrinogen, primary screen, K562 cells, luminescence; ATPlite luminescence; Mn2+ added to activate the integrin; inhibition, % at 10 µM; hit rate 0.54% among 93,000; Integrin beta-2 (Homo sapiens) + Integrin alpha-M (Homo sapiens), P05107+P11215; AID 1497, 2009;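 active = primary inhibition of 50% or more at 10 µM, then 40% or more on retest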; note: some results filed as inactive read as strong as hits
ERb coact inh = inhibitors of ERβ-SRC1 coactivator interaction, primary screen, biochemical, TR-FRET, ERβ LBD, SRC-1 peptide. Estrogen receptor beta (Homo sapiens), Q92731. TR-FRET ER-beta LBD / SRC1-Cy5 peptide binding; receptor agonist-loaded with 1 µM estradiol. inhibition, % at 25.6 µM. hit rate 1.3% among 86,000. AID 633, 2007;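 active = compounds whose percent inhibition of the receptor-coactivator binding signal exceeds about 50% in the single-dose screen, limit read from the data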;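 note: 0% = receptor plus peptide wells without compound and 100% = peptide-only wells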
Target sequence (Q92731 whole entry, looked up, the tested form may be a part): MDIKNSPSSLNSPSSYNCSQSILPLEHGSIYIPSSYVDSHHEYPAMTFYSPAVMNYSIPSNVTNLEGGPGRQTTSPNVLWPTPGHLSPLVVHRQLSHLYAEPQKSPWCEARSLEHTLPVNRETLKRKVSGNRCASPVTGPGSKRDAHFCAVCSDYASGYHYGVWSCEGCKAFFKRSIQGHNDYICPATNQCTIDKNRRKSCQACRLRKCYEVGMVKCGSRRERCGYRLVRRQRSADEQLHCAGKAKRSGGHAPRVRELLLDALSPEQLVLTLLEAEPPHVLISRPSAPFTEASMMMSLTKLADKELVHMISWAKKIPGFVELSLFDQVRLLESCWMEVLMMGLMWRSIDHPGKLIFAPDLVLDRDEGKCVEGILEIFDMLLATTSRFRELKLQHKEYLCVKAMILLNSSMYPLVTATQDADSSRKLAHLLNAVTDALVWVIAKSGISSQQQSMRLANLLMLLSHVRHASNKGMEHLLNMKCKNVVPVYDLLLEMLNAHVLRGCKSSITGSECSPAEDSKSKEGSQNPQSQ
ERa coact inh = ERα–SRC-1 coactivator interaction inhibitors, primary screen, biochemical, TR-FRET, ERα LBD, estradiol-bound; hit rate 1.7% among 86,000; Estrogen receptor (Homo sapiens), P03372; AID 629, 2007; inhibition, % at 25.6 µM; TR-FRET ER-alpha LBD / SRC-1 peptide; in the data active = inhibition above about 50%;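 note: 0% = receptor plus peptide control and 100% = peptide only without receptor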
Target sequence (P03372 whole entry, looked up, the tested form may be a part): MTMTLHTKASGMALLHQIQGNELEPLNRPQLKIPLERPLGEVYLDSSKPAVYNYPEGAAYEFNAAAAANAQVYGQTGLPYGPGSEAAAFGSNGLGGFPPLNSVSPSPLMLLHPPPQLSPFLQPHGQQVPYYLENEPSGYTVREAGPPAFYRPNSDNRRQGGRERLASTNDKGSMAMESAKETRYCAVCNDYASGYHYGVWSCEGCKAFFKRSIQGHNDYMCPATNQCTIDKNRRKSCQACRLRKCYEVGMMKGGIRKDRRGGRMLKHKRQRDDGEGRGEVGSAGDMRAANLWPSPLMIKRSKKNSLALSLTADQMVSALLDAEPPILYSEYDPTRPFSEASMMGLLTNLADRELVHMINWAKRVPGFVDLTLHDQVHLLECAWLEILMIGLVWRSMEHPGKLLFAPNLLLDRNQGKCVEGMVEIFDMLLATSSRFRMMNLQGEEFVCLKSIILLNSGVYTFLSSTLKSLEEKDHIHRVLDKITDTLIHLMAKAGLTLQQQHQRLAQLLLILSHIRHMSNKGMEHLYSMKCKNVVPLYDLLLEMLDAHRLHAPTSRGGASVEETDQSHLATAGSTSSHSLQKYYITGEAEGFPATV
ERa SRC1 pot = enhancers of ERα–SRC-1 coactivator binding, primary screen, biochemical, TR-FRET, ERα LBD, low estradiol; coactivator binding (% of control), % at 25.6 µM; hit rate 1.3% among 86,000; TR-FRET ERalpha-LBD/SRC-Cy5 coactivator binding, 2 h; 100 = basal binding, no effect; Estrogen receptor (Homo sapiens), P03372; in the data active = activity above about 200%;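 note: binding measured in presence of low estradiol as agonist stimulus; 0% = peptide alone without receptor and 100% = receptor with peptide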
Active calls of the source: *; x = no result given; [ ] = another dose, or the depositor's remark.

SMILES | CD11b adhes enh | Mac1 fbg inh | ERb coact inh | ERa coact inh | ERa SRC1 pot
O=C(CCn1c(=O)oc2ccccc21)NCc1ccco1 | x | x | 20.6[fluorescence artefact?] | 16.8 | 110.4
CC1CN(S(=O)(=O)c2ccc(C(=O)Nc3sc4c(c3C(N)=O)CCN(C)C4)cc2)CC(C)O1 (centres undefined) | x | x | -46.3 | -57.5 | 137.1[fluorescence artefact?]
Cn1ncc2c(Nc3ccccc3Br)ncnc21 | x | x | -1.6 | -1.2 | 85.7
CC(C)C[C@H](NC(=O)[C@@H]1O[C@H]1C(=O)O)C(=O)NCCCCN=C(N)N | x | x | 15.7 | 18.3 | 103.1
O=C(CSc1ccc2nnc(-c3ccc(F)cc3)n2n1)N1CCCCC1 | x | x | -9.5 | -6.9 | 99.6
CC(=O)NCCCCCCNC(C)=O | x | x | 5.9 | -1.8 | 126.1
NNC(=O)c1ccncc1 | x | x | -0.8 | -1.0 | 101.1
Nc1cc(N)nc(SCCOc2ccccc2F)n1 | x | x | -9.2 | -3.6 | 98.6[fluorescence artefact?]
COC(=O)c1ccc(Oc2nc3ccccc3n3c(C)nnc23)cc1 | x | x | -5.1[fluorescence artefact?] | -21.1[fluorescence artefact?] | 127.2
Cc1cc(Nc2ccccc2Br)n2nc(C)nc2n1 | x | x | 1.6 | -3.3 | 89.5
CC(C)(C)n1ncc2c(=O)n(CC(=O)NCc3ccccc3)cnc21 | x | x | 19.5 | 17.1 | 107.0
Cn1cnc2c(sc3nc(N4CCOCC4)c4c(c32)CC(C)(C)OC4)c1=O | x | x | 11.9[fluorescence artefact?] | 2.3 | 98.3
CCCOc1cccc(C2C(C(=O)c3ccc(C)o3)=C(O)C(=O)N2CCCN(C)C)c1 (centres undefined) | x | x | -2.8 | -0.6 | 128.6[fluorescence artefact?]
CCOC(=O)c1c(NC(C)=O)no[n+]1[O-] | x | x | -6.0[fluorescence artefact?] | 3.9 | 135.6[fluorescence artefact?]
COCC(=O)Nc1cc(C)c2c(=O)oc3ccccc3c2n1 | x | x | 41.4 | 23.6 | 72.8[fluorescence artefact?]
COc1ccc(-c2nc(CN3CCC(C(=O)NC4CCCc5ccccc54)CC3)c(C)o2)cc1OC (centres undefined) | x | x | -1.2 | 0.2 | 137.6
CCCOc1ccc2oc(=O)c3c(c2c1)CCCN3C(=O)CN1CCN(C(=O)c2ccco2)CC1 | x | x | -12.9 | -13.5[fluorescence artefact?] | 88.9
Cc1csc(N)n1 | x | x | -7.1 | -6.5 | 119.2
CCOC(=O)Cn1c(C(C)=O)nc2ccccc21 | x | x | 6.0[fluorescence artefact?] | 13.9[fluorescence artefact?] | 95.1
CCOCC(=O)NCc1ccc2c(c1)cc(C)n2C | x | x | -1.9 | 0.4[fluorescence artefact?] | 103.6
COC(=O)c1nnn(-c2nc(N3CCCCC3)nc(N3CCCCC3)n2)c1C | x | x | -2.0[fluorescence artefact?] | 2.3[fluorescence artefact?] | 91.1
Cc1csc2ncc(C(=O)Nc3ccccc3Cl)c(=O)n12 | x | x | 64.9*[fluorescence artefact?] | 58.4*[fluorescence artefact?] | 238.6*[fluorescence artefact?]
O=C(NCCN1CCN(c2cccc(Cl)c2)CC1)c1cccn2c(=O)c3ccccc3nc12 | x | x | -2.8 | -8.9 | 107.8
CCOC(=O)N1CCC(NC(=O)CSc2cc(=O)n(C)c3ccc(Cl)cc23)CC1 | x | x | -4.3 | -4.4 | 97.3
Cc1ccc2oc(=O)c3cnn(CC(=O)NCCN(C)C)c3c2c1 | x | x | -9.3[fluorescence artefact?] | -1.5 | 107.4
N[C@@H](Cc1ccc(O)c(I)c1)C(=O)O | x | x | -3.2 | -2.0 | 98.5
CC(C)CCOc1cccc(C2c3c(oc4ccccc4c3=O)C(=O)N2CCCN2CCOCC2)c1 (centres undefined) | x | x | 2.2 | 3.7 | 128.0
Cc1ccc(N2C(=O)c3oc4ccccc4c(=O)c3C2c2cccnc2)nc1 (centres undefined) | x | x | -0.7 | 15.9[fluorescence artefact?] | 96.9[fluorescence artefact?]
CCOC(=O)C1CCCN(Cc2cc(OC)c(O)c(OC)c2)C1 (centres undefined) | x | x | 2.1 | -20.9 | 104.8
CN(C)c1ccc(C2N(c3cccc(Cl)c3)C(=O)C3CCCN32)cc1 (centres undefined) | x | x | -16.7 | -4.1 | 105.7[fluorescence artefact?]

In the list so far, 9 have a halogen:
SMILES | CD11b adhes enh | Mac1 fbg inh | ERb coact inh | ERa coact inh | ERa SRC1 pot
Cn1ncc2c(Nc3ccccc3Br)ncnc21 | x | x | -1.6 | -1.2 | 85.7
O=C(CSc1ccc2nnc(-c3ccc(F)cc3)n2n1)N1CCCCC1 | x | x | -9.5 | -6.9 | 99.6
Nc1cc(N)nc(SCCOc2ccccc2F)n1 | x | x | -9.2 | -3.6 | 98.6[fluorescence artefact?]
Cc1cc(Nc2ccccc2Br)n2nc(C)nc2n1 | x | x | 1.6 | -3.3 | 89.5
Cc1csc2ncc(C(=O)Nc3ccccc3Cl)c(=O)n12 | x | x | 64.9*[fluorescence artefact?] | 58.4*[fluorescence artefact?] | 238.6*[fluorescence artefact?]
O=C(NCCN1CCN(c2cccc(Cl)c2)CC1)c1cccn2c(=O)c3ccccc3nc12 | x | x | -2.8 | -8.9 | 107.8
CCOC(=O)N1CCC(NC(=O)CSc2cc(=O)n(C)c3ccc(Cl)cc23)CC1 | x | x | -4.3 | -4.4 | 97.3
N[C@@H](Cc1ccc(O)c(I)c1)C(=O)O | x | x | -3.2 | -2.0 | 98.5
CN(C)c1ccc(C2N(c3cccc(Cl)c3)C(=O)C3CCCN32)cc1 (centres undefined) | x | x | -16.7 | -4.1 | 105.7[fluorescence artefact?]

Later entries
SMILES | CD11b adhes enh | Mac1 fbg inh | ERb coact inh | ERa coact inh | ERa SRC1 pot
CSc1nnc(Cn2c(=O)sc3ccccc32)n1C | x | x | 17.6 | 6.6 | 102.3
CCCSc1nnc(Cn2c(=O)sc3ccccc32)n1C | x | x | -4.4 | 0.1 | 86.5
CCOc1ccc(N2C(=O)CC(N3CC(C)OC(C)C3)C2=O)cc1 (centres undefined) | x | x | -1.3 | 2.2 | 113.5[fluorescence artefact?]
Cc1nc(C)c(C)nc1C | x | x | 1.4 | -0.9 | 111.8
Cc1cc2cc(CNC(=O)c3ccc(Br)o3)ccc2[nH]1 | x | x | 25.1[fluorescence artefact?] | 18.2[fluorescence artefact?] | 69.1[fluorescence artefact?]
COc1ccccc1-n1c(=O)c2c3c(sc2n2c(SC(C)C)nnc12)CCC3 | x | x | 28.8[fluorescence artefact?] | 15.8 | 92.2
CCOC(=O)C1=C(C)Nc2nc(C)nn2C1c1ccc(C)cc1 (centres undefined) | x | x | -5.1 | -12.6 | 129.2
Cc1ccc(-c2c3c(=O)n(C)c(=O)n(C)c3c3c(C)cc(C)nn23)cc1 | x | x | 4.9[fluorescence artefact?] | 34.5[fluorescence artefact?] | 138.6
O=C1CC(c2nc3ccccc3[nH]2)CN1c1cccc(C(F)(F)F)c1 (centres undefined) | x | x | -16.1 | -5.5 | 102.5
Cc1noc(C(=O)NCc2ccco2)c1Cl | x | x | 4.8 | 1.9 | 113.3
COc1ccc(-c2nnc(SCC(=O)Nc3sc4c(c3C#N)CCC4)n2CC2CCCO2)cc1 (centres undefined) | x | x | 17.5 | 29.4 | 70.7
Cc1nc2ccccn2c1C(=O)NN | -2.3 | -9.4 | x | x | x
O=C(COC(=O)c1ccc(CSc2ccc(Cl)cc2)cc1)Nc1ccccc1 | -6.4 | -6.8 | x | x | x
COc1cccc(NC2=Nc3cccc4cccc2c34)c1 | -0.5 | 8.1 | x | x | x
CCCCn1c(SCC(=O)c2ccc(O)c(O)c2)nc2ccsc2c1=O | -2.4 | 63.6 | x | x | x
CN1CCN(Cc2nc3ccccc3c(=O)n2Cc2nc(-c3ccccc3F)cs2)CC1 | -1.7 | -6.9 | x | x | x
CN1CCN(CC(=O)Nc2ccccc2[N+](=O)[O-])CC1 | -4.2 | -0.9 | x | x | x
CC1CC(=O)Nc2ccc([N+](=O)[O-])cc2N1C (centres undefined) | -2.2 | -23.7 | x | x | x
O=C(COC(=O)CCCSc1nc2ccccc2[nH]1)Nc1ccc(Oc2ccccc2)cc1 | -4.6 | 44.2 | x | x | x
COc1ccc(-c2csc(N3C(=O)C4C5c6ccccc6C(c6ccccc65)C4C3=O)n2)cc1 (centres undefined) | -2.1 | -8.4 | x | x | x
Cc1cc(C)n(-c2ccc(C(=O)Nc3cc(S(=O)(=O)N(C)C)ccc3Cl)cc2)n1 | -0.2 | -6.6 | x | x | x
CC(/C=N/NC(=O)CCn1nnc2ccccc21)=C\c1ccccc1 | 14.6 | 0.4 | x | x | x
Cc1ccc(-c2nn(-c3ccccc3)cc2/C=C/C(=O)Nc2nccs2)cc1 | -0.6 | -6.2 | x | x | x
CN(C)CCNc1ccc(Cl)cc1[N+](=O)[O-] | -5.5 | -22.0 | x | x | x
O=C1N(c2ccc(Cl)cc2)C(c2ccc(Cl)cc2)N2CCCN12 (centres undefined) | 3.2 | -9.6 | x | x | x
Cc1cccc(NC(=S)N2CCN(Cc3ccccc3)CC2)c1C | 2.5 | -12.5 | x | x | x
CC1=C(C(=O)OCc2ccccc2)C(/C=C/c2ccccc2)NC(=S)N1 (centres undefined) | -0.8 | 11.7 | x | x | x
Cc1cc(C)c(-c2csc(NC(=O)C3=NN(c4ccccc4)C(=O)CC3)n2)c(C)c1 | 10.7 | 73.8 | x | x | x
COc1c(C)cc(Br)cc1C(=O)Nc1ccc(C)cc1[N+](=O)[O-] | -5.2 | -20.5 | x | x | x
CCOC(=O)C1CCN(C(=O)c2ccccc2NS(=O)(=O)c2cc(C)ccc2C)CC1 | 11.6 | -25.1 | x | x | x
COc1ccc(C(NC(=O)N2CC(C)OC(C)C2)C(Cl)(Cl)Cl)cc1F (centres undefined) | 5.2 | -4.5 | x | x | x
Cc1ccc(NC(=S)NCc2ccc3c(c2)OCO3)cc1 | -0.4 | 6.6 | x | x | x
CC(C)C(OC(=O)c1cc2c(s1)CCCCC2)C(=O)NC(N)=O (centres undefined) | -2.6 | 0.0 | x | x | x
Cc1c(Cl)c([N+](=O)[O-])nn1CCCC(=O)Nc1cc(Oc2ccccc2)cc([N+](=O)[O-])c1 | 6.0 | 53.3 | x | x | x
O=C(CNC(=O)C12CC3CC(CC(C3)C1)C2)N1CCN(S(=O)(=O)/C=C/c2ccccc2)CC1 | 6.3 | -5.4 | x | x | x
Cc1ccc(-n2c(SCC(=O)N3Cc4ccccc4CC3C(=O)O)nnc2-c2cccnc2)c(C)c1 (centres undefined) | -0.7 | -10.7 | x | x | x
C/C(=N\NC(=O)c1ccccc1F)c1ccc2c(c1)Nc1ccccc1S2 | 17.7 | 2.2 | x | x | x
COC(=O)c1cc(OC)c(OC)cc1NC(=S)Nc1cccc(C(C)=O)c1 | 1.6 | -3.7 | x | x | x
CCOC(=O)C1=C(CP(=O)(c2ccccc2)c2ccccc2)NC(=O)NC1c1ccc(Cl)cc1 (centres undefined) | 2.5 | -19.6 | x | x | x
COc1ccc(N(C(=O)C2COc3ccccc3O2)C(C(=O)NC2CCCCC2)c2ccccc2)cc1OC (centres undefined) | 1.3 | -1.9 | x | x | x
CCn1c(SCC(=O)NNC(=S)Nc2ccccc2)nnc1-c1ccc(Cl)cc1 | 9.4 | -19.4 | x | x | x
COc1cc(CNCc2ccccn2)ccc1OCC(=O)NC1CCCCC1 | -4.6 | 0.1 | x | x | x
CN1/C(=C\C(=O)CSc2nncn2C)C(C)(C)c2ccccc21 | 1.3 | 4.9 | x | x | x
CCOC(=O)/C(C(=O)Nc1ccc(Cl)cc1Cl)=C1/NC(C)(C)Cc2ccccc21 | -2.9 | -19.2 | x | x | x
N/C(=N\c1nc(C(F)(F)F)cc(=O)[nH]1)Nc1ccc(Cl)cc1 | 36.9 | -5.1 | x | x | x
CCOc1cc(/C=N/NC(=O)CSc2nnc(C)s2)ccc1OCc1ccccc1Cl | 15.7 | 6.5 | x | x | x
O=C(Nc1cccc(C(F)(F)F)c1)C(SCCO)c1ccccc1 (centres undefined) | 5.8 | -1.2 | x | x | x
C=CCc1cccc2cc(C(=O)Nc3ccc(S(=O)(=O)Nc4nnc(CC)s4)cc3)c(=O)oc12 | 39.3 | -5.1 | x | x | x
CC1=NN(C(=O)COc2ccccc2C)C(O)(c2ccc(Cl)cc2)C1 (centres undefined) | 0.2 | 14.4 | x | x | x
CCOC(=O)/C(C#N)=C/c1ccc(OC(=O)c2ccccn2)cc1 | 10.3 | -10.5 | x | x | x

Bioassay records from PubChem.

A portion of the library; count on the stated rates, not on these rows.
